NSD2 inh – inhibitors of human NSD2, primary screen, biochemical, plate reader, single point. inhibition, % at 12.5 µM. 0.07% of 44,000 active. NSD2-SET H3K36me1 DELFIA fluorescence. AID 624260, 2012. Histone-lysine N-methyltransferase NSD2 (Homo sapiens), O96028; in the data active means inhibition above about 54%, passing the limit was not always enough;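 further: inhibitors reduce the monomethyl H3K36 fluorescence signal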
Starred values were filed as active, the others as inactive. This is a subset; rates above refer to the full screens.

Start of the listing, in advance:
SMILES	NSD2 inh
C[C@@H]1CN([C@@H](C)CO)C(=O)c2cc(NS(=O)(=O)c3cn(C)cn3)ccc2O[C@@H]1CN(C)Cc1ccc2c(c1)OCO2	-10
C[C@@H]1CCCCO[C@@H](CN(C)S(=O)(=O)c2ccc(F)cc2)[C@@H](C)CN([C@H](C)CO)C(=O)c2cc(NC(=O)Nc3cccc4ccccc34)ccc2O1	-1
C[C@H](CO)N1C[C@H](C)[C@@H](CN(C)Cc2ccc3cccnc3c2)OCc2cn(nn2)CCCC1=O	2
C[C@@H]1CN([C@H](C)CO)C(=O)CCCn2cc(nn2)CO[C@@H]1CN(C)Cc1ccc(Oc2ccccc2)cc1	0
CN1CCN(C(=O)C2=C[C@@H](c3ccc4c(c3)OCO4)C[C@@H](OCc3ccc(CO)cc3)O2)CC1	2
C[C@@H]1CN([C@H](C)CO)C(=O)c2cccc(NC(=O)Nc3ccc(F)cc3)c2O[C@H]1CN(C)C(=O)Nc1ccc(C(F)(F)F)cc1	-8
CCC(=O)N(C)C[C@H]1Oc2ncc(/C=C/c3ccccc3)cc2C(=O)N([C@@H](C)CO)C[C@H]1C	4
C[C@H](CO)N1C[C@H](C)[C@@H](CN(C)Cc2ccc(Oc3ccccc3)cc2)Oc2c(NS(=O)(=O)c3ccccc3)cccc2C1=O	-7
Cc1ccc(N(CC(O)CN2C(=O)NC(C)(C)C2=O)S(=O)(=O)c2ccccc2)cc1 (stereo unspecified)	-4
C[C@H](CO)N1C[C@H](C)[C@@H](CN(C)S(=O)(=O)c2cn(C)cn2)Oc2ccc(NS(=O)(=O)c3cccs3)cc2CC1=O	4

The whole of this part, from the start:
SMILES	NSD2 inh
C[C@@H]1CN([C@@H](C)CO)C(=O)c2cc(NS(=O)(=O)c3cn(C)cn3)ccc2O[C@@H]1CN(C)Cc1ccc2c(c1)OCO2	-10
C[C@@H]1CCCCO[C@@H](CN(C)S(=O)(=O)c2ccc(F)cc2)[C@@H](C)CN([C@H](C)CO)C(=O)c2cc(NC(=O)Nc3cccc4ccccc34)ccc2O1	-1
C[C@H](CO)N1C[C@H](C)[C@@H](CN(C)Cc2ccc3cccnc3c2)OCc2cn(nn2)CCCC1=O	2
C[C@@H]1CN([C@H](C)CO)C(=O)CCCn2cc(nn2)CO[C@@H]1CN(C)Cc1ccc(Oc2ccccc2)cc1	0
CN1CCN(C(=O)C2=C[C@@H](c3ccc4c(c3)OCO4)C[C@@H](OCc3ccc(CO)cc3)O2)CC1	2
C[C@@H]1CN([C@H](C)CO)C(=O)c2cccc(NC(=O)Nc3ccc(F)cc3)c2O[C@H]1CN(C)C(=O)Nc1ccc(C(F)(F)F)cc1	-8
CCC(=O)N(C)C[C@H]1Oc2ncc(/C=C/c3ccccc3)cc2C(=O)N([C@@H](C)CO)C[C@H]1C	4
C[C@H](CO)N1C[C@H](C)[C@@H](CN(C)Cc2ccc(Oc3ccccc3)cc2)Oc2c(NS(=O)(=O)c3ccccc3)cccc2C1=O	-7
Cc1ccc(N(CC(O)CN2C(=O)NC(C)(C)C2=O)S(=O)(=O)c2ccccc2)cc1 (stereo unspecified)	-4
C[C@H](CO)N1C[C@H](C)[C@@H](CN(C)S(=O)(=O)c2cn(C)cn2)Oc2ccc(NS(=O)(=O)c3cccs3)cc2CC1=O	4
C/C=C/c1cnc2c(c1)C(=O)N([C@H](C)CO)C[C@H](C)[C@H](CN(C)Cc1ccc(F)cc1)O2	1
C[C@H](CO)N1C[C@H](C)[C@@H](CN(C)S(=O)(=O)c2ccc(Cl)cc2)Oc2ccc(NC(=O)CCCCCC(=O)Nc3ccccc3N)cc2CC1=O	-1
C[C@H](CO)N1C[C@H](C)[C@H](CN(C)C(=O)c2ccccc2)Oc2ncc(-c3ccc(C#N)cc3)cc2C1=O	7
Cc1ccc(S(=O)(=O)N(C)C[C@H]2Oc3ncc(-c4ccncc4)cc3C(=O)N([C@@H](C)CO)C[C@@H]2C)cc1	-1
C[C@H]1CN([C@@H](C)CO)C(=O)c2cc(C#CC3CC3)cnc2O[C@@H]1CN(C)C	-1
C[C@@H]1CN([C@@H](C)CO)C(=O)c2cc(C#CC3(O)CCCC3)cnc2O[C@H]1CN(C)Cc1ccccn1	9
C[C@H]1CN([C@@H](C)CO)C(=O)c2cccc(NC(=O)c3ccncc3)c2O[C@@H]1CN(C)Cc1ccc(C(=O)O)cc1	13
C/C=C/c1ccc2c(c1)O[C@@H](CN(C)CC1CCCC1)[C@H](C)CN([C@@H](C)CO)S2(=O)=O	5
C[C@H](CO)N1C[C@H](C)[C@H](CN(C)C(=O)Cc2ccccc2)OCCCC[C@H](C)Oc2ccc(NC(=O)c3ccccc3)cc2C1=O	0
C[C@@H]1CN([C@@H](C)CO)C(=O)c2cc(NC(=O)Nc3ccc(F)cc3)ccc2O[C@@H](C)CCCCO[C@H]1CN(C)C(=O)Nc1cccc2ccccc12	3
C[C@H](CO)N1C[C@H](C)[C@H](CN(C)CC2CC2)Oc2cc(C#Cc3ccccc3)ccc2S1(=O)=O	22
CC(C)CC#Cc1ccc2c(c1)O[C@H](CN(C)C(=O)Cc1ccncc1)[C@@H](C)CN([C@H](C)CO)S2(=O)=O	-11
COCC#Cc1cnc2c(c1)C(=O)N([C@H](C)CO)C[C@H](C)[C@@H](CN(C)C(=O)CN1CCOCC1)O2	5
C[C@H](CO)N1C[C@H](C)[C@H](CN(C)Cc2ccncc2)Oc2ccc(N(C)C)cc2C1=O	-3
C[C@@H]1CN([C@@H](C)CO)C(=O)c2cc(C#CC(C)(C)O)cnc2O[C@@H]1CN(C)Cc1cncnc1	1
COc1ccc(S(=O)(=O)N(C)C[C@@H]2Oc3c(NC(=O)c4ccncc4)cccc3C(=O)N([C@@H](C)CO)C[C@@H]2C)cc1	1
CC(C)=CCc1c(O)ccc2ccc(=O)oc12	12
CCS(=O)(=O)CCn1c([N+](=O)[O-])cnc1C	-4
COc1ccc(S(=O)(=O)Nc2ccc3c(c2)CC(=O)N([C@@H](C)CO)C[C@H](C)[C@H](CN(C)Cc2ccccc2)O3)cc1	2
C[C@@H]1CN([C@@H](C)CO)C(=O)Cc2cc(NC(=O)CCN3CCOCC3)ccc2O[C@H]1CN(C)Cc1ccc(C(=O)Nc2ccccc2N)cc1	-5
C[C@H](CO)N1C[C@H](C)[C@@H](CN(C)C)Oc2c(NC(=O)Nc3ccc(C(F)(F)F)cc3)cccc2C1=O	3
C[C@@H]1CN([C@@H](C)CO)C(=O)c2cc(-c3ccccc3)cnc2O[C@H]1CN(C)C(=O)C1CCCCC1	30
C[C@H](CO)N1C[C@H](C)[C@@H](CN(C)Cc2ccc(Cl)c(Cl)c2)Oc2ccc(NC(=O)CCC(F)(F)F)cc2CC1=O	-6
C[C@@H]1CCCCO[C@H](CN(C)CC2CCCCC2)[C@@H](C)CN([C@H](C)CO)C(=O)c2cc(NC(=O)Nc3ccc(C(F)(F)F)cc3)ccc2O1	-10
CCCN(C)C[C@@H]1Oc2ncc(-c3ccccc3)cc2C(=O)N([C@@H](C)CO)C[C@H]1C	-1
C[C@H](CO)N1C[C@H](C)[C@@H](CN(C)C)Oc2cc(-c3cccnc3)ccc2S1(=O)=O	0
C[C@H]1CN([C@@H](C)CO)C(=O)c2cc(C#Cc3ccccc3)cnc2O[C@H]1CN(C)CC1CCOCC1	0
C[C@@H]1CN([C@H](C)CO)C(=O)Cc2cc(NS(=O)(=O)c3cccs3)ccc2O[C@H]1CN(C)S(=O)(=O)c1cn(C)cn1	10
COc1ccc(S(=O)(=O)Nc2ccc3c(c2)CC(=O)N([C@H](C)CO)C[C@H](C)[C@@H](CN(C)C(=O)Nc2ccccc2)O3)cc1	2
C[C@H]1CN([C@@H](C)CO)S(=O)(=O)c2ccc(-c3ccccc3F)cc2O[C@H]1CN(C)S(C)(=O)=O	1
CC1=C(C(=O)Nc2ccccc2)C(CC(C)C)n2nc(SCc3cccc(C)c3)nc2N1 (stereo unspecified)	-1
C[C@H]1CN([C@@H](C)CO)C(=O)Cc2cc(NC(=O)Nc3cccc4ccccc34)ccc2O[C@H]1CN(C)Cc1ccncc1	0
Cc1noc(C)c1NC(=O)Nc1ccc2c(c1)CC(=O)N([C@H](C)CO)C[C@@H](C)[C@@H](CN(C)S(=O)(=O)c1c(C)noc1C)O2	-4
O=C(N/N=C/c1ccc(O)cc1O)c1ccccc1O	-6
Cc1ccc(S(=O)(=O)Nc2cccc3c2O[C@H](CN(C)CC2CC2)[C@@H](C)CN([C@H](C)CO)C3=O)cc1	6
C[C@@H]1CN([C@H](C)CO)C(=O)c2cccc(NS(=O)(=O)c3cn(C)cn3)c2O[C@H]1CN(C)Cc1ccccc1	3
C[C@@H]1CN([C@@H](C)CO)S(=O)(=O)c2ccc(-c3ccncc3)cc2O[C@@H]1CN(C)C(=O)Nc1ccc(C(F)(F)F)cc1	-3
C[C@@H]1CN([C@H](C)CO)C(=O)c2cc(NC(=O)Nc3ccccc3)ccc2O[C@@H](C)CCCCO[C@@H]1CN(C)Cc1ccc(C(F)(F)F)cc1	-5
Cc1noc(C)c1NC(=O)Nc1ccc2c(c1)C(=O)N([C@H](C)CO)C[C@H](C)[C@H](CN(C)Cc1ccccc1)OCCCC[C@H](C)O2	-1
CC(C)(C)[C@H]1C=C(C(=O)Nc2ccccc2)O[C@@H](OCCCCO)C1	4
C[C@H](CO)N1C[C@H](C)[C@@H](CN(C)CC2CC2)Oc2c(NC(=O)NC3CCCCC3)cccc2C1=O	11
CC(C)NC(=O)N(C)C[C@@H]1OCCCC[C@@H](C)Oc2ccc(NS(C)(=O)=O)cc2C(=O)N([C@H](C)CO)C[C@@H]1C	34
C[C@@H]1CN([C@@H](C)CO)S(=O)(=O)c2ccc(-c3cccc(C(=O)N(C)C)c3)cc2O[C@@H]1CN(C)Cc1ccc2c(c1)OCO2	1
C[C@H](CO)N1C[C@H](C)[C@H](CN(C)Cc2ccc3c(c2)OCO3)Oc2ccc(NC(=O)Nc3ccc(F)cc3)cc2CC1=O	-7
C[C@H](CO)N1C[C@H](C)[C@@H](CN(C)C(=O)Nc2ccccc2)Oc2ccc(NC(=O)Nc3ccc(F)cc3)cc2C1=O	3
COc1cc2c(cc1OC)CN(C(=O)[C@H]1[C@@H]3C(=O)O[C@@H](c4ccccc4)[C@@H](c4ccccc4)N3[C@@H](c3ccccc3OCCO)[C@]13C(=O)Nc1ccccc13)CC2	0
O=C(O)c1ccc2nc(-c3ccccc3)c(-c3ccccc3)nc2c1	-8
Cc1[nH]cnc1/C=N/NC(=O)c1ccccc1O	-1
COc1ccc(S(=O)(=O)Nc2ccc3c(c2)C(=O)N([C@@H](C)CO)C[C@H](C)[C@@H](CN(C)C(=O)Nc2ccc(F)cc2)OCCCC[C@@H](C)O3)cc1	-12
C[C@H](CO)N1C[C@H](C)[C@H](CN(C)C(=O)Nc2ccc3c(c2)OCO3)OCCCC[C@H](C)Oc2ccc(NC(=O)Cc3ccccc3)cc2C1=O	1
(next part)
SMILES	NSD2 inh
C[C@@H]1CN([C@H](C)CO)C(=O)Cc2cc(NC(=O)Nc3ccc4c(c3)OCO4)ccc2O[C@@H]1CN(C)C(=O)Nc1ccc2c(c1)OCO2	-2
NC(=O)NCC#Cc1ccc2c(c1)[C@]1(C(=O)N2)[C@H](c2ccccc2OCCO)N2[C@H](c3ccccc3)[C@H](c3ccccc3)OC(=O)[C@H]2[C@@H]1C(N)=O	-1
CC(=O)N(C)C[C@H]1Oc2cc(-c3ccccc3F)ccc2S(=O)(=O)N([C@@H](C)CO)C[C@H]1C	-5
C[C@@H]1CN([C@@H](C)CO)C(=O)c2cc(NS(=O)(=O)c3ccccc3)ccc2O[C@H]1CN(C)S(=O)(=O)c1cccs1	1
COCCOC(=O)N1C(=O)[C@@]2(c3cc(C#CCNC(N)=O)ccc31)[C@H](C(=O)N1CCN(c3ncccn3)CC1)[C@H]1C(=O)O[C@H](c3ccccc3)[C@H](c3ccccc3)N1[C@@H]2c1ccccc1OCCO	3
C[C@H](CO)N1C[C@H](C)[C@H](CN(C)C(=O)C2CCOCC2)Oc2ncc(Br)cc2C1=O	2
CCCNC(=O)N(C)C[C@H]1Oc2ncc(-c3ccccc3F)cc2C(=O)N([C@H](C)CO)C[C@H]1C	-7
O=C(C[C@@H]1C[C@@H]2c3cc(NC(=O)c4ccc5c(c4)OCO5)ccc3O[C@@H]2[C@@H](CO)O1)NC1CCCC1	3
CN(CCc1ccc(Cl)c(Cl)c1)CC(O)COc1ccc(NS(C)(=O)=O)cc1 (stereo unspecified)	3
C[C@H]1CN([C@@H](C)CO)C(=O)Cc2cc(NS(=O)(=O)c3cn(C)cn3)ccc2O[C@H]1CN(C)C(=O)NC1CCCCC1	6
O=C(Nc1ccccc1)C1=C[C@@H](c2ccc(C(F)(F)F)cc2)C[C@@H](OCc2ccc(CO)cc2)O1	-6
Cc1noc(C)c1S(=O)(=O)N(C)C[C@H]1OCCCC[C@H](C)Oc2ccc(NC(=O)Cc3ccccc3)cc2C(=O)N([C@H](C)CO)C[C@H]1C	2
COc1ccc(NC(=O)N(C)C[C@@H]2Oc3cc(-c4cccc(C(=O)N(C)C)c4)ccc3S(=O)(=O)N([C@H](C)CO)C[C@@H]2C)cc1	0
COc1ccc(S(=O)(=O)N(C)C[C@H]2Oc3ccc(NC(=O)C4CCCCC4)cc3CC(=O)N([C@@H](C)CO)C[C@@H]2C)cc1	-7
COc1ccc(NC(=O)Nc2ccc3c(c2)C(=O)N([C@H](C)CO)C[C@H](C)[C@@H](CN(C)S(=O)(=O)c2cn(C)cn2)OCCCC[C@H](C)O3)cc1	-3
COC(=O)C[C@H]1C[C@H]2c3cc(N)ccc3O[C@H]2[C@H](CO)O1	1
C[C@H](CO)N1C[C@H](C)[C@@H](CN(C)C(=O)Cc2ccccc2)Oc2ncc(C#CCN(C)C)cc2C1=O	5
C[C@H](CO)N1C[C@H](C)[C@H](CN(C)S(C)(=O)=O)Oc2ccc(NC(=O)C3CC3)cc2C1=O	3
O=C(C[C@@H]1C=C[C@@H](NC(=O)C2CC2)[C@@H](CO)O1)NC1CCC1	4
